HUVEC tox IL1B: HUVEC cytotoxicity counter-screen, IL-1B stimulated | HUVEC cell count loss, Hoechst imaging | cell count reduction, % at 2 µM | 94,000 compounds, 0.41% hits | AID 845;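 active = cell count reduction more than 3 SD above the screen-wide mean, cut at about 70% in these data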;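 note: normalized per plate to untreated control cells as the no-loss baseline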
PTK2B oligo ant: Pyk2 (human) oligomerization antagonism | Q14289 | Q293 cells, Pyk2 FERM NanoBiT luminescence; stronger effect = lower value | z-score (the deposit names both 25 µM and 10 µM) | 99,000 compounds, 0.83% hits | AID 1347419;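 active = Z-score of -3 or lower, scaled per plate to the spread of control and sample wells; inactive = z-score above -3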;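 note: negative z-score means lost luminescence so less FERM oligomerization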
HUVEC tox TNFa: toxic to HUVEC cells under TNF alpha stimulation; HUVEC TNFalpha-stimulated, Hoechst cell count, imaging; AID 848; 93,000 compounds, 0.17% hits; cell count reduction, % at 2 µM;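 active = cell count reduction exceeding the screen mean by over 5 SD, scaled to untreated wells per plate, cut at about 78% in these data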;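 note: cells counted after 24 h of TNF alpha exposure following the 1 h pretreatment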
ERa SRC1 inh: ER-alpha (human) coactivator binding inhibition; inhibition, % at 25.6 µM; 86,000 compounds, 1.7% hits; TR-FRET ER-alpha LBD / SRC-1 peptide, estradiol-bound; in the data active = inhibition above about 50%;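 note: 0% = receptor plus peptide control and 100% = peptide only without receptor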
Target sequence (P03372 whole entry, looked up, the tested form may be a part): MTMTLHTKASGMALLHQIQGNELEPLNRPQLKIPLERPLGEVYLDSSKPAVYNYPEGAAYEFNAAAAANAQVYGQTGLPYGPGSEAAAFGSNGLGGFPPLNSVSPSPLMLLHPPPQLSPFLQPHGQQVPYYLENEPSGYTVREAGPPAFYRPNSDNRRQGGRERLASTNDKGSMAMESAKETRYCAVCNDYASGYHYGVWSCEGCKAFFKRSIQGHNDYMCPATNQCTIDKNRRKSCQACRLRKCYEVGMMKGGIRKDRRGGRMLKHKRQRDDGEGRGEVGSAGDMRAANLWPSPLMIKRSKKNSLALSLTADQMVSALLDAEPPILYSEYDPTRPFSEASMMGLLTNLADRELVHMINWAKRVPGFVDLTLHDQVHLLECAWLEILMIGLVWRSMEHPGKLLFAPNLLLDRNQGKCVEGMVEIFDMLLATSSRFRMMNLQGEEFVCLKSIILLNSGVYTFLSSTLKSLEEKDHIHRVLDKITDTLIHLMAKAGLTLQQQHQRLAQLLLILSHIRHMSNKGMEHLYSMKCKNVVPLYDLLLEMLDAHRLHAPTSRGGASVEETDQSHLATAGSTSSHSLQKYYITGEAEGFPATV
VCAM1 TNFa inh: reduces TNF alpha induced VCAM1 expression in HUVEC | HUVEC TNFa-induced VCAM-1 immunofluorescence, high-content imaging | inhibition, % at 2 µM | 95,000 compounds, 0.48% hits;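 active = inhibition above the batch mean plus 3 SD, with images confirmed as a hit by eye, cut at about 37% in these data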;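 note: 0% = TNF-stimulated DMSO wells and 100% = unstimulated control wells; not every result past the cut was called active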
LYP act: LYP (human) phosphatase activation. recombinant LYP, DiFMUP fluorescence; 0 = plate median, 100 = signal doubled. activation, % at 2 µM. 96,000 compounds, 0.11% hits. AID 697;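 active = activation at 2 µM above a set limit, the mean plus 5 SD, cut at about 37% in these data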
FAK inh: blocks human focal adhesion kinase activity. biochemical FAK kinase activity assay. inhibition, %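 (tested at 7 µM)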. 97,000 compounds, 0.84% hits. AID 727; in the data active = inhibition above about 19%;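 note: 0% = DMSO and 100% = reference compound high control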
PTPN22 inh 2: blocks human PTPN22 phosphatase activity | inhibition, % at 2 µM | recombinant LYP catalytic domain, DiFMUP fluorescence | Q9Y2R2 | 96,000 compounds, 0.21% hits;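 active = inhibition at 2 µM at or above a set limit, the screen mean plus 3 SD, cut at about 24% in these data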;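 note: 0% = DMSO with enzyme and 100% = enzyme fully blocked by orthovanadate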
F-actin modifier: cytoskeleton assembly modification; inhibition, % at 2 µM; 91,000 compounds, 0.18% hits; HUVEC TNFa F-actin phalloidin imaging, high content; AID 836;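 active = inhibition above the batch mean plus 3 SD and confirmed as a hit by visual image inspection, cut at about 30% in these data, passing the limit was not always enough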; note: strong numbers were not always called active
Numbers without * were called inactive; . = no result given; [ ] = remark or other dose.

Value order – HUVEC tox IL1B	PTK2B oligo ant	HUVEC tox TNFa	ERa SRC1 inh	VCAM1 TNFa inh	LYP act	FAK inh	PTPN22 inh 2	F-actin modifier
> COc1ccc(/C(O)=C2/C(=O)C(=O)N(CCN(C)C)C2c2ccc(C)cc2)cc1Cl (configuration not stated)
    -10	-0.46	-10	-5[fluorescence artefact?]	-57	-4	-4	2	1
> O=C(COC(=O)c1ccc(Br)o1)Nc1cccc(S(=O)(=O)N2CCCCCC2)c1
    4	1.5	4	.	8	3	-1	0	-1
> O=C(O)CCC(=O)Nc1ccc(Br)c(Cl)c1
    .	0.63	-5	-6	19	9	-6	-12	0
> Cc1cc(C)c2c(=O)cc(C(F)F)oc2c1
    -9	-0.57	-16	46[fluorescence artefact?]	-13	6	3	-4	-12
> Cc1ccc(S(=O)(=O)NC(C)C(=O)NC2CCCCCC2)cc1 (configuration not stated)
    1	0.78	-5	-13	-20	-2	-1	4	1
> Cc1ccc(C)c(N2CCN(c3nnnn3-c3ccccc3)CC2)c1
    -17	-0.58	2	4	-9	-4	0	5	1
> CC1=C(C(=O)Nc2ccccc2C)C(c2ccccc2)NC(=O)N1 (configuration not stated)
    4	.	-20	18	2	5	-1	-9	3
> CCOc1cccc(C(=O)N(Cc2ccco2)C2CCS(=O)(=O)C2)c1 (configuration not stated)
    1	0.48	11	-2	-9	1	4	3	7
> CCOC(=O)CSc1nc2ccccc2c(=O)n1NC(=O)c1ccccc1
    12	0.38	-12	-27	-12	7	1	-6	19
> COc1ccc(C(=O)c2ccc(OC)c(N)c2)cc1N
    -13	1.4	13	.	20	0	-6	5	0
> COc1ccc(C(=O)COC(=O)CCCn2c(=O)oc3ccccc32)cc1
    14	1.1	.	22[fluorescence artefact?]	.	1	1	-2	.
> O=C(Nc1ccccc1)OCc1cn(-c2ccc(Cl)cc2)nn1
    -1	2.7	17	.	-6	-2	0	-3	0
> O=C(CSc1nnnn1-c1ccccc1)Nc1nc(-c2ccccc2)ns1
    -17	1.3	-17	20[fluorescence artefact?]	-23	-6	4	4	-38
> O=c1c(Cc2ccc(F)cc2)c(O)ccn1C1CCCCC1
    -6	-0.46	3	.	-2	11	-2	-14	-44
> Cc1ccc(-c2nc3ccccn3c2NC(=O)c2ccco2)cc1
    8	-0.23	-49	-17	-5	0	2	0	10
> COc1ccccc1OCC(=O)Nc1sc2c(c1C(=O)NCC1CCCO1)CCC2 (configuration not stated)
    -6	-0.51	-21	.	24	6	-6	-2	0
> Nc1cc(C(=O)c2cccs2)ccc1Cl
    -26	-0.3	-12	14	-5	7	-2	-10	-1
> CC(O)CNc1nc2c(c(=O)n(C)c(=O)n2C)n1CCc1ccccc1 (configuration not stated)
    -15	1	-55	-21	15	-10	-1	10	12
> COc1ccc(S(=O)(=O)N(C)CC(=O)Nc2ccccc2OC)cc1C
    -24	-0.64	-7	-2	21	2	-1	-8	-8
> COC(=O)c1cn(CC(=O)NC2CCCCC2)c2ccccc12
    -1	0.16	-34	4	-11	-10	-1	9	11
> COc1ccc(-n2nnnc2SCC(=O)Nc2cccc(NC(C)=O)c2)cc1OC
    8	1.9	-32	-7	-5	7	-1	-9	4
> Cc1ccc(Cl)cc1N1CCN(C(c2ccc(C#N)cc2)c2nnnn2C2CCCC2)CC1 (configuration not stated)
    -24	-1.1	.	-2	.	-4	0	3	12
> Cc1cc(Nc2ccc(C)c(F)c2)n2ncnc2n1
    -9	0.57	-8	-4	6	-1	-2	-2	17
> COCCN(C(=O)COc1ccccc1)c1nnc(-c2cccnc2)s1
    -14	1.6	-10	6[fluorescence artefact?]	3	2	-2	0	11
> CC(C)Sc1nc2c(c(=O)[nH]1)C(c1cccs1)C1=C(CC(C)(C)CC1=O)N2 (configuration not stated)
    6	.	-12	1	-9	-2	5	-2	19
> Cc1c(C=O)c2ccccc2n1CC(=O)N1CCc2ccccc2C1
    -11	3.2	-21	2	-28	-15	6	10	-6
> Cc1noc(C)c1S(=O)(=O)Nc1ccc(C(=O)NC2CCCCC2)cc1
    -29	1	-9	.	13	-1	-4	-1	0
> Cc1ccc(CN2CCN(c3ccccn3)CC2)s1
    -10	1.5	-30	-3	6	-4	0	4	17
> Cc1nc(CCNC(=O)c2ccccc2)cs1
    -8	0.5	8	-4	4	0	3	4	-4
> COc1ccc(NC(=O)C2CCN(c3cc(-c4ccccc4)nc4ncnn34)CC2)cc1OC
    1	-2.8	-23	17[fluorescence artefact?]	10	3	2	-4	-2
> CCOCCCNC(=O)Cc1ccc(OC)c(OC)c1
    -9	0.24	.	4	-25	-5	1	3	-14
> Cc1ccc2c(c1)nnn2C1CCN(S(=O)(=O)c2ccc(C(=O)N(C)C)cc2)CC1
    -73	1.3	-4	-5	6	-2	-1	2	-7
> CSCCC(NC(=O)COc1ccccc1)C(=O)OCC(=O)c1cc2ccccc2o1 (configuration not stated)
    -13	-0.16	9	.	-11	4	3	-8	-4
> Cn1c(=O)c2c(ncn2CC(=O)N2CCN(c3ccccc3)CC2)n(C)c1=O
    11	0.29	-14	2	11	5	-1	-8	3
> O=C(CNCC1CCCO1)Nc1ccccc1N1CCOCC1 (configuration not stated)
    -2	1.3	-19	-5	8	-11	5	8	15
> CCCCn1c(N)c(N(CCC(C)C)C(=O)CSc2nnc(C)s2)c(=O)[nH]c1=O
    18	0.61	-33	2	7	5	0	-7	12
> C/C=C/c1ccc(OCCCn2cncn2)c(OC)c1
    -90	-0.12	-1	-8	6	2	2	-4	0
> Cn1c(-c2ccc(F)cc2)cnc1NCc1cccc(F)c1
    -3	-0.2	-24	-6	-2	-12	2	13	22
> CCOc1ccccc1N(C(=O)CNC(=O)c1ccco1)C(C(=O)NC1CCCC1)c1cccnc1 (configuration not stated)
    11	0.23	-19	-34	6	3	5	-5	24
> Cc1ccc2[nH]c(=O)c(CN(CCN3CCOCC3)C(=O)Nc3ccc(F)cc3)cc2c1
    -2	1.6	-40	-2	-7	3	-3	-6	7
> CCOc1ccc(Cn2nnc(C(=O)NCCc3ccc(Cl)cc3)c2N)cc1
    1	.	-10	2	2	0	-3	-2	5
> COc1ccc(N=C2C(=Nc3ccc(OC)cc3)N(c3ccc(OC)cc3)C(=S)N2C)cc1
    -3	-0.04	-19	.	-11	2	-1	0	-4
> Cc1ccc(C2CC(c3ccccc3)=NN2C(=O)CSc2nnc(-c3ccc(Cl)cc3)o2)o1 (configuration not stated)
    -11	-0.5	-2	.	12	-4	1	7	-6
> Cc1c(NC(=O)C2CCCN2C(=O)c2cccs2)c(=O)n(-c2ccccc2)n1C (configuration not stated)
    -1	0.01	0	-5	0	-6	2	4	-27
> CC(=O)N(Cc1cccnc1)Cc1cc2ccc(C)cc2[nH]c1=O
    -5	-1.2	25	1	2	-7	2	5	-16
> O=C(CSc1nnc(-c2ccccc2)o1)Nc1ccccc1F
    1	.	14	3	5	9	8	-12	2
> COc1ccc(CCNc2oc(COc3ccc(F)cc3)nc2C#N)cc1
    -15	-0.24	-6	-3	-11	6	-5	-10	8
> CCOC(=O)C1CCN(S(=O)(=O)C(F)(F)c2nc3ccccc3s2)CC1
    5	0.61	-18	5	-13	-4	0	3	-32
> CCOc1ccc2[nH]c(=O)c(CN(Cc3ccccc3)C(=O)N3CCCC3)cc2c1
    8	0.16	-39	.	9	-8	5	11	50*
> O=S1(=O)N=C(N2CCc3ccccc3C2)c2ccccc21
    6	-1	38	-3	8	-4	-4	4	-19

Reformatted as labelled records: two of the compounds above.
SMILES: O=C(CSc1nnc(-c2ccccc2)o1)Nc1ccccc1F
- HUVEC tox IL1B: 1
- PTK2B oligo ant: .
- HUVEC tox TNFa: 14
- ERa SRC1 inh: 3
- VCAM1 TNFa inh: 5
- LYP act: 9
- FAK inh: 8
- PTPN22 inh 2: -12
- F-actin modifier: 2

SMILES: CCOc1ccc2[nH]c(=O)c(CN(Cc3ccccc3)C(=O)N3CCCC3)cc2c1
- HUVEC tox IL1B: 8
- PTK2B oligo ant: 0.16
- HUVEC tox TNFa: -39
- ERa SRC1 inh: .
- VCAM1 TNFa inh: 9
- LYP act: -8
- FAK inh: 5
- PTPN22 inh 2: 11
- F-actin modifier: 50*

New compounds follow
Value order – HUVEC tox IL1B	PTK2B oligo ant	HUVEC tox TNFa	ERa SRC1 inh	VCAM1 TNFa inh	LYP act	FAK inh	PTPN22 inh 2	F-actin modifier
> O=C(Nc1nc2ccccc2s1)C1CC(=O)N(c2ccc(Br)cc2)C1 (configuration not stated)
    0	-0.99	14	-1	8	7	-2	-6	.
> CC(=O)Nc1cc2c(cc1Br)OCCO2
    -9	1.6	-19	19	3	4	-1	-1	5
> Cc1cc(C)nc(N2CCC(C(=O)Nc3ccc4c(c3)OCO4)CC2)n1
    4	0.43	0	7	16	6	-7	-9	-17
> CCCc1nc2ccccc2c(C(=O)OC2CCOC2=O)c1CC (configuration not stated)
    -7	0.47	-13	0	-6	-1	10	2	3
> CCN(C(=O)COc1ncnc2ccc(Br)cc12)C1CCS(=O)(=O)C1 (configuration not stated)
    -9	-0.12	7	12[fluorescence artefact?]	14	1	-2	-3	-3
> COCCNC(=O)CSc1nc2cc(OC)c(OC)cc2c(=O)n1Cc1ccc(OC)cc1
    21	0.56	-30	31[fluorescence artefact?]	-20	0	-2	4	11
> O=C1CC(C(F)(F)C(F)(F)C(F)(F)C(F)(F)F)=Nc2ccccc2N1
    -4	-1.8	-4	4	9	2	-3	1	-10
> CC(C)C(O)(C#CCN1CCCCC1)c1ccccc1 (configuration not stated)
    30	2.8	4	-5	38	11	-3	-15	.
> CCCCOC(=O)n1c(=O)oc2ccccc21
    9	0.06	20	6[fluorescence artefact?]	7	5	-1	-2	0
> CCCc1nc2sc3c(c2c(=O)n1N)CCC3
    -50	0.32	-18	-8	14	2	1	-1	0
> CCOc1ccccc1NC(=O)C1=C(C)NC(=O)NC1c1cccc(OC)c1OC (configuration not stated)
    -121	0.13	-17	-5[fluorescence artefact?]	6	-3	1	3	13
> CCCCOc1ccc(S(=O)(=O)NCc2csc(C)n2)cc1
    6	1.1	-12	15	9	-5	0	4	3
> Cc1cc(NC(=O)CSc2nnc(-c3ccccc3)n2Cc2ccco2)no1
    4	0.41	24	-2	6	2	4	0	-2
> CCOC(=O)CSCC(=O)Nc1cc(C)ccc1C
    -10	0.84	-9	-4	10	-6	-2	9	-10
> CCCc1ccc(/C=C2\C(=O)c3ccccc3C(O)=C2C(=O)OCC)cc1
    -29	.	-1	.	-1	-6	4	10	-2
> O=S1(=O)N=C(Nc2nc3c(s2)CCCC3)c2ccccc21
    -3	0.44	-5	-17	4	6	-1	-12	2
> CCOC(=O)C1=NN(c2ccccc2)C(c2ccccc2)CC1=O (configuration not stated)
    -10	-0.39	-5	-8	10	-6	0	6	-3
> O=C1NC(c2ccncc2)C(C(=O)c2cccs2)C(O)(C(F)(F)F)N1 (configuration not stated)
    11	0.54	-3	7	2	4	8	-8	-14
> Cn1ncc(N=Cc2ccccc2)c1C(=O)Nc1cccc(Cl)c1
    17	0.07	8	-6	-1	-3	2	3	-40
> COc1cc2c(cc1OC)C(c1ccccc1)N(C(=O)CCl)CC2 (configuration not stated)
    2	-0.29	-29	.	11	0	0	5	14
> CC(=O)N(c1ccccc1)C1SC(=O)N(c2ccccc2)C1=O (configuration not stated)
    -113	1	-26	-3	-3	-8	1	6	2
> Cc1ccccc1NC(=O)c1sc2nc[nH]c(=O)c2c1C
    -52	0.02	-10	.	8	7	-11	-4	14
> O=C(Cn1c(=O)oc2cc(S(=O)(=O)N3CCCC3)ccc21)N1CCN(C2CCCCC2)CC1
    8	.	-18	-1	-2	9	2	-10	11
> Cc1cc(OCc2nc(-c3cccs3)no2)cc(C)c1Cl
    -10	.	-5	23	6	3	0	-4	-11
> COc1cccc(C2=CC(c3ccc(C)cc3)n3ncnc3N2)c1 (configuration not stated)
    12	.	24	2	2	-1	5	-2	2
> O=C(Oc1nsnc1N1CCOCC1)N(c1ccccc1)c1ccccc1
    -32	-0.93	-28	-3	7	7	2	-10	-1
> N#CC1=C(SCC(=O)NC2CCCCC2)NC(=O)CC1c1ccco1 (configuration not stated)
    -12	-0.02	.	10	.	-1	-2	5	.

Source: PubChem (several laboratories)
